Giardia killer: Giardia lamblia killing; Giardia lamblia trophozoite viability; activity change, % at 7.66 µM, hits read low; 0.15% of 340,000 active; in the data active = activity change below about -80%; inconclusive = between about -30% and that limit;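 note: parasites exposed to compound for two days anaerobically before the ATP read; % is set by controls: 0 for no effect and ±100 for the full control effect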
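Each well holds 100 Giardia trophozoites and compound. After two days (48 hrs) at 37 deg C in anaerobic conditions, ATP is quantified by luminescence.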
KCNH2 3.1 inh: inhibitors of human KCNH2 3.1 potassium channel isoform; U2OS KCNH2 3.1, thallium flux FluxOr; hits give low values; activity change, % (tested at about 1.8 µM); 0.95% of 340,000 active; AID 720553;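 active = maximum activity change below -70%; inconclusive = maximum activity change from -70% to -50%; inactive = maximum activity change above -50%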;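 note: thallium influx rate constant from kinetic fluorescence after stimulation buffer; % is set by controls: 0 for no effect and ±100 for the full control effect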
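Virally transduced U2OS (3.1 isoform, 4 h infection in dark at RT) → overnight 37 C → FluxOr + Red40 in HBSS/HEPES, 45 min → stimulation buffer, 2 min kinetic read → rate constant vs DMSO controls.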
MLL CXXC-DNA inh: inhibitors of human MLL CXXC domain-DNA interaction | Q03164 | MLL-CXXC / FITC-HOXA9 DNA fluorescence polarization | Potency, µM (highest dose often 115 µM), for inactives: at the top dose activity change, negative = inhibition, most hits filed as inhibitors | 0.037% of 290,000 active; active = well fitted inhibition curve with a large enough effect in the polarisation, with a control signal flat, not every such curve was filed as active; inconclusive = small, poorly fitted or top-dose-only effect, or effect the other way, or a change in a side signal; inactive = no such curve, though single readings can be large or run the other way; the % refers to the polarisation; note: potency is the fitted concentration of half-maximal effect
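Fluorescence polarization: 7 uM MLL-CXXC (stock) preincubated 5 min with compounds, then 50 nM fluorescein-HOX-A9 DNA (stock) added; 30 min ambient. Buffer 50 mM Tris-HCl pH 7.5, 50 mM NaCl, 1 mM DTT, 0.05% BSA.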
KCNH2 WT inh: blocks the wildtype human KCNH2 potassium channel; Q12809; U2OS, BacMam KCNH2, thallium flux FluxOr; hits give low values; activity change, % at 1.84 µM; 0.37% of 340,000 active;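 active = maximum activity change below -70%; inconclusive = maximum activity change between -70% and -50%; inactive = maximum activity change above -50%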; note: % is set by controls: 0 for no effect and ±100 for the full control effect
Target sequence (Q12809 whole entry, looked up): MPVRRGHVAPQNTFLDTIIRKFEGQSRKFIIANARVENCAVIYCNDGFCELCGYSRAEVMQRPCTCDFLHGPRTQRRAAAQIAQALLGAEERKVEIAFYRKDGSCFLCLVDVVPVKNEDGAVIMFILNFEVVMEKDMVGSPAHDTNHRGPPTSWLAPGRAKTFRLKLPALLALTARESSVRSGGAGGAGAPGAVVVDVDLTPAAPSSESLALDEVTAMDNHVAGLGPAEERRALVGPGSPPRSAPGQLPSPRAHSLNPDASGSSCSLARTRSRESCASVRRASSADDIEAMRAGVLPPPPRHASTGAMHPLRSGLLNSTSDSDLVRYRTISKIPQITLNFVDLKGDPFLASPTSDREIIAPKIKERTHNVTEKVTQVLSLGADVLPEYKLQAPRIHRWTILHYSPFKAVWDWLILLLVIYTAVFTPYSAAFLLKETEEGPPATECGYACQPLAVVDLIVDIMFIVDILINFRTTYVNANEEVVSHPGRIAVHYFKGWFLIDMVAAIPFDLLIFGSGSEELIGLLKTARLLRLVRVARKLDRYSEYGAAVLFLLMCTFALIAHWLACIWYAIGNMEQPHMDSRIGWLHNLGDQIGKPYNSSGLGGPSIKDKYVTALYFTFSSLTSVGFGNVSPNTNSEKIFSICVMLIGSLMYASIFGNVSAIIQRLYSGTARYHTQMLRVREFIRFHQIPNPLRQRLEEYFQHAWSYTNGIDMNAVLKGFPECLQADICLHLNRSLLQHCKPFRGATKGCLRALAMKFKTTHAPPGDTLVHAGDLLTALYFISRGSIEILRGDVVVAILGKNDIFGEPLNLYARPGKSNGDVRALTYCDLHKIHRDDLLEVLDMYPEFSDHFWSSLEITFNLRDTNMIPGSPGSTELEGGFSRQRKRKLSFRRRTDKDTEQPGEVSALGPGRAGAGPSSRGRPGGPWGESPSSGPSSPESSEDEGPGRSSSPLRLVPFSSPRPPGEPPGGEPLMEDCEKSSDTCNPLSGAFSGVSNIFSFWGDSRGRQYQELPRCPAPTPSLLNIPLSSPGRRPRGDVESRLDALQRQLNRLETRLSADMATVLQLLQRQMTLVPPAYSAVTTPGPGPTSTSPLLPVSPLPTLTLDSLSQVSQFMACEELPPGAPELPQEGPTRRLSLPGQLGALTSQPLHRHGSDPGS
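U2OS cells were transduced with wild-type KCNH2 virus (2.03 x 10^8 / mL) for 4 h at room temperature, then cultured overnight at 37 C. Thallium flux was read with FluxOr dye. Rate constants were normalized to DMSO controls.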
Coupling enz: coupling enzyme interference in Giardia aldolase counter-screen; coupling enzyme system counterscreen, AmpLite Red fluorescence; activity change, negative = inhibition, % at 58.2 µM, hits read low; 0.67% of 290,000 active; in the data active = activity change below about -30%; note: % is set by controls: 0 for no effect and ±100 for the full control effect
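Fluorescence at 525 nm excitation and 598 nm emission measured inhibition of the coupled detection system without aldolase. Compounds (at 57.5 uM final) were preincubated 10 min at room temperature with coupling enzyme reagent before a 20 min substrate/AmpLite Red step.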
USP2a block: inhibitors of human ubiquitin-specific protease USP2a | O75604 | USP2 core, Ub-CHOP2 coupled fluorogenic reporter, 485/531 | Potency, µM (series often up to 38.3 µM), without a hit: at the top dose activity change, negative = inhibition, usual class: inhibitors | 0.01% of 330,000 active;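 note: potency is the fitted concentration of half-maximal effect; plate controls were DMSO wells for no effect and full inhibition by NEM control for full effect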
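Cell-free coupled assay: 10nM USP2 core preincubated 30min RT with compound in Tris-HCl pH 8.0/CaCl2/CHAPS buffer, then 25nM Ub-CHOP2 and 25nM reporter substrate; fluorescence (Ex 485/Em 531) read after 60min RT, normalized to NEM inhibition, concentration-response curves fitted.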
PKM2 activator: PKM2 (human) enzyme activation; P14618; purified PKM2, Kinase-Glo ATP luminescence, activation; response scale: 0% is enzyme alone, no compound; Potency, µM (titrated, usually from 57.5 µM), for inactives: at the top dose activation, usual class: activators; 0.34% of 260,000 active; note: potency is the fitted concentration of half-maximal effect; % is set by controls: 0 for no effect and ±100 for the full control effect; nearly all actives have a fitted effect of over 55% in size
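ATP formation by purified human PK-M2, quantified via coupled luciferase luminescence after 1 h at room temperature with 0.1 mM ADP and 0.5 mM PEP final.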
TRPV1 ag: human TRPV1 agonism | 0.19% of 320,000 active | Q8NER1 | TRPV1-expressing cells, Fluo-8 calcium influx, agonist mode | activation, % at 8.33 µM; in the data active = activation above about 80%; inconclusive = between about 30% and that limit; note: 0% is about no effect
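Fluo-8 calcium influx in TRPV1-expressing cells, kinetic read (ex 480/em 520 nm). Compound added and read 3 min for agonist activity, followed by capsaicin at EC20 final and 2 min further read for enhancement.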
B2AR arrestin: beta2AR (human) beta-arrestin recruitment activity; P07550; beta-arrestin recruitment to beta2AR, cell-based reporter; Potency, µM (titrated, usually from 46.1 µM), without a hit: top-dose activation, most hits filed as activators; 0.02% of 330,000 active; AID 492947;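 note: potency is the fitted concentration of half-maximal effect; 0% = DMSO controls and full agonism = EC100 isoproterenol or metaproterenol; nearly all actives have a fitted effect of over 65% in size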
Menin-MLL TR inh: displaces Texas Red mutant MLL peptide from human menin; O00255; Menin + Texas Red MLL mutant peptide, fluorescence polarization; Potency, µM (top dose mostly 61.6 µM), for inactives: top-dose FP activity change, negative = inhibition, hits mostly inhibitors; 0.23% of 270,000 active; active = well fitted inhibition curve with a large enough effect in the polarisation, with a control signal flat, not every such curve was filed as active; inconclusive = small, poorly fitted or top-dose-only effect, or effect the other way, or a change in a side signal; inactive = no such curve, though single readings can be large or run the other way; the % refers to the polarisation; note: potency is the fitted concentration of half-maximal effect; % of control where 0% means no effect; many of its hits are not listed in these tables
GALK inh: inhibitors of human galactokinase; Potency, µM (top dose mostly 57.5 µM), without a hit: at the top dose activity change, negative = inhibition, usual class: inhibitors; AID 1868; 0.007% of 270,000 active; Purified GALK, Kinase-Glo residual ATP luminescence; P51570; note: potency is the fitted concentration of half-maximal effect; % is set by controls: 0 for no effect and ±100 for the full control effect
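Human GALK (5 nM) with 35 uM ATP and 100 uM galactose in 20 mM HEPES pH 8.0, 5 mM MgCl2, 60 mM NaCl, 1 mM DTT, 0.01% BSA. After 1 h at room temperature, leftover ATP was read by Kinase-Glo Plus luminescence.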
Starred values were filed as active, the others as inactive; i = inactive; u = inconclusive; x = no result given; [ ] = remark or other dose. Unless noted, calls come from the whole dose curve; as a rule, active = well fitted curve in the direction sought with a large enough effect; inconclusive = small, poorly fitted or top-dose-only effect, or another doubt; inactive = no such curve, though single readings can be large; an effect the other way counts as inactive or inconclusive. An excerpt; count on the stated rates, not on these rows.

The line under a structure holds: Giardia killer	KCNH2 3.1 inh	MLL CXXC-DNA inh	KCNH2 WT inh	Coupling enz	USP2a block	PKM2 activator	TRPV1 ag	B2AR arrestin	Menin-MLL TR inh	GALK inh
O=C(Nc1cccc(F)c1)Nc1ccnn1C1CCN(C(=O)c2cscn2)CC1
→ 3	-1	-18%	-18	-1	0%	0%	7	2.7%	-3%	-1%
O=C(c1ccncc1)N1c2ccccc2Sc2ccccc21
→ -10	-6	12%	-2	5	0%	-12%	-1	-0.2%	-7%	2%
Cc1ccc(S(=O)(=O)Nc2ccsc2C#N)cc1
→ -8	-7	12%	24	2	4%	x	1	-1.3%	-13%	1%
COc1ccccc1-c1nn(-c2ccccc2)cc1C(=O)NC1CC1
→ -8	-3	x	-6	x	2%	x	-1	0.4%	x	x
Cc1cccc(OCc2nc3ccccc3c(=O)n2N)c1
→ 12	-2	-4%	-3	-1	-1%	-13%	2	0.0%	x	-4%
CSc1nsc(SCC(=O)N2CCN(c3ccccc3)CC2)n1
→ -7	3	47%[activator]	2	1	3%	-16%	2	-0.1%	16%	2%
O=C(OCCCOC(=O)c1ccc([N+](=O)[O-])o1)c1ccc([N+](=O)[O-])o1
→ u	-5	x	-3	x	3%	x	-1	-0.7%	x	x
O=C(COc1ccccc1-c1ccccc1)N/N=C/c1ccc2ccccc2c1
→ -22	-3	4%	5	2	4%	-4%	-1	-0.5%	u	2%
COc1ccc(/C=C2\SC(=S)N(CCCC(=O)N3CCN(C)CC3)C2=O)cc1
→ 2	-4	3%	5	-2	0%	x	0	-0.5%	-12%	1%
Cc1cccc(N2CCC(N3CCN(C4CCCCC4)C(CCO)C3)CC2)c1C (stereo unspecified)
→ 7	-8	-19%	63	-10	2%	11%	4	0.2%	u	0%
C=CCC[C@H](Cc1ccc(F)cc1)C(=O)OC[C@H](Cc1c[nH]c2ccccc12)NC(=O)[C@H](CC=C)CC(=O)N(CCO)Cc1ccccc1
→ 0	-15	x	-1	x	3%	x	x	0.1%	x	x
COc1ccc(NC(=O)CN(c2ccc([N+](=O)[O-])cc2)S(=O)(=O)c2ccccc2)cc1
→ -10	6	27%	-6	4	-20%	-14%	0	11%	u	-2%
CC(=O)Nc1cccc(OCCCNS(=O)(=O)c2ccc(C#N)cc2)c1
→ -17	-8	-15%	2	x	1%	-3%	-6	0.1%	x	-1%
Cc1ccccc1NC(=O)CCN1C(=O)CSC1=O
→ -4	-3	-10%	7	-3	0%	1%	0	-0.1%	6%	-2%
Cc1ccc(S(=O)(=O)N(CCC(=O)N2CCOCC2)c2ccccc2)cc1
→ -7	-11	x	1	x	0%	x	-1	-0.1%	x	x
CCOC(=O)c1c(C)[nH]c(C(=O)OCC(=O)Nc2cc(Cl)ccc2OC)c1C
→ -10	5	-8%	2	3	0%	0%	0	0.2%	-22%	-1%
O=C(CSC1=Nc2ccccc2C2CC=NN12)Nc1ccc(F)c(F)c1F (stereo unspecified)
→ 25	9	x	-2	x	0%	x	8	-0.4%	x	x
COc1cccc(C2C(C(=O)OCc3ccccc3)=C(C)Nc3ncnn32)c1OC (stereo unspecified)
→ 23	9	4%	20	-1	1%	-2%	29	0.2%	-3%	3%
CC(C)(C)n1cc(S(=O)(=O)c2ccccc2)[nH]c1=O
→ 2	17	-3%	3	5	3%	-1%	4	-0.1%	1%	9%
Cn1c(=O)n(CC#N)c2ccccc21
→ -11	3	3%	-10	-1	1%	1%	-3	0.0%	8%	x
C=COCCNC(=O)Nc1ccc(Cl)cc1Cl
→ 5	-2	5%	-4	5	0%	-6%	3	0.3%	22%	-2%
CCOc1ccc(OCCOCCN2CCc3ccccc3C2)cc1
→ -4	-22	1%	0	0	3%	4%	0	1.0%	-7%	0%
CC1=C(C)CC(C(=O)Nc2nc(-c3ccc(C)cc3C)c(C)s2)C(C(=O)O)C1 (stereo unspecified)
→ u	-11	-4%	-2	9	-2%	14%	1	-0.9%	10%	1%
CCc1ccc(NC(=O)CCC(=O)c2ccc(C)cc2)cc1
→ -3	-13	-8%	5	0	2%	x	-4	-0.2%	u	4%
CC(=O)c1cccc(OCC(=O)Nc2cc(S(=O)(=O)N3CCOCC3)ccc2N2CCCC2)c1
→ -1	2	x	-14	x	2%	x	-4	3.8%	x	x
Cc1csc(N2CCN(c3cc4nc(-c5ccncc5)[nH]c4cc3Cl)CC2)n1
→ 12	-10	-3%	-6	0	0%	1%	17	0.5%	22%	x
O=C(Nc1ccccc1C(=O)OC1CCOC1=O)c1ccco1 (stereo unspecified)
→ -5	-2	9%	20	5	0%	1%	1	0.5%	-12%	-1%
COc1ccc(C2CC(c3ccc(OC)cc3)n3nc(NC(=O)c4ccco4)nc3N2)cc1 (stereo unspecified)
→ -9	-6	2%	4	10	3%	-3%	0	-0.7%	5%	-1%
CCOc1ncccc1C(=O)NNC(=O)c1cccc(S(=O)(=O)N2CCOCC2)c1
→ 24	3	x	-1	x	1%	x	x	0.3%	x	x
CCc1nnc(NC(=O)CCC(=O)N2CCN(c3cc(C)ccc3C)CC2)s1
→ 2	11	0%	1	-2	-3%	0%	5	-0.7%	-5%	6%
COc1cc(C(=O)NC(C)c2ccccc2)ccc1OCC(=O)N1CCOCC1 (stereo unspecified)
→ 0	-1	x	-4	x	-1%	x	-3	-0.2%	x	x
C[C@@H]1C=C(C(=O)N2CCN(Cc3ccccc3)CC2)O[C@H](OCc2ccc(CO)cc2)C1
→ 6	-4	4%	-1	3	1%	-6%	u	-1.1%	3%	-3%
Cc1csc(NC(=O)c2ccccc2O)n1
→ -6	2	2%	-5	-17	-4%	-21%	-1	-0.6%	1%	2%
COc1ccc(CNc2cccc(F)c2)cc1Br
→ -2	-3	6%	-1	0	-4%	-12%	20	0.1%	u	1%
CN1CCC(N(C)C(=S)Nc2ccc(F)cc2)CC1
→ -10	-11	-1%	-7	2	-3%	-1%	-5	-0.2%	2%	-1%
Cc1ccc(NC(=O)C2C3/C=C\CCCCC32)cc1C (stereo unspecified)
→ 12	-10	5%	-7	x	-2%	-2%	u	-1.0%	-1%	0%
Oc1c(C(c2ccccn2)N2CCC(Cc3ccccc3)CC2)cc(Cl)c2cccnc12 (stereo unspecified)
→ -19	4	16%	-3	-17	2%	-5%	21	u	-12%	0%
COc1ccc(N2C(=O)CC(C#N)=C2N)cc1
→ u	-3	1%	i	1	-1%	17%	0	0.2%	-1%	0%
O=C(COc1ccc([N+](=O)[O-])cc1Cl)NCC1CCCO1 (stereo unspecified)
→ -10	6	9%	0	1	2%	5%	-4	-0.2%	12%	6%
CCN(CC(=O)NCc1ccc(Cl)cc1)Cc1cc(=O)n2ccsc2n1
→ -4	0	5%	2	0	-1%	8%	-1	0.4%	1%	3%
O=C(NCCN1CCOCC1)Nc1ccc(Cl)cc1Cl
→ -4	10	0%	10	0	3%	5%	2	-0.2%	19%	-1%
O=C(N/C(=C\c1cccc([N+](=O)[O-])c1)C(=O)N(CCO)CCO)c1ccco1
→ -4	-5	-2%	2	1	4%	-2%	2	0.0%	9%	4%
CC1CCCCN1CC(=O)NCc1ccc2c(c1)OCO2 (stereo unspecified)
→ -22	11	-4%	14	-3	0%	-13%	5	-0.9%	-18%	0%
Cc1cccc(C)c1N1CCN(c2ccc3nnc(C(F)(F)F)n3n2)CC1
→ 1	-8	7%	5	-2	0%	10%	16	0.2%	-13%	-2%

Some of the entries so far, bar-delimited.
SMILES | Giardia killer | KCNH2 3.1 inh | MLL CXXC-DNA inh | KCNH2 WT inh | Coupling enz | USP2a block | PKM2 activator | TRPV1 ag | B2AR arrestin | Menin-MLL TR inh | GALK inh
O=C(NCCN1CCOCC1)Nc1ccc(Cl)cc1Cl | -4 | 10 | 0% | 10 | 0 | 3% | 5% | 2 | -0.2% | 19% | -1%
O=C(N/C(=C\c1cccc([N+](=O)[O-])c1)C(=O)N(CCO)CCO)c1ccco1 | -4 | -5 | -2% | 2 | 1 | 4% | -2% | 2 | 0.0% | 9% | 4%
CC1CCCCN1CC(=O)NCc1ccc2c(c1)OCO2 (stereo unspecified) | -22 | 11 | -4% | 14 | -3 | 0% | -13% | 5 | -0.9% | -18% | 0%
Cc1cccc(C)c1N1CCN(c2ccc3nnc(C(F)(F)F)n3n2)CC1 | 1 | -8 | 7% | 5 | -2 | 0% | 10% | 16 | 0.2% | -13% | -2%
